# DENV2 CPE rescue: DENV2-induced cell death inhibition. DENV2-infected cells, cytopathic effect rescue, plate reader. CPE inhibition, % at 9.99 µM. 1.7% of 350,000 active; in the data active = CPE inhibition above about 20%, passing the limit was not always enough; inconclusive = no clear call, values can overlap the other calls; tested in BHK-21 cells;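 note: 0% = median of neutral control wells and 100% = median of positive control wells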
# SIRT5 inh: blocks human SIRT5 desuccinylation of peptide. inhibition, % at 15 µM. Purified SirT5, succinyl-peptide AMC, trypsin-coupled fluorescence. 1.1% of 330,000 active; in the data active = inhibition above about 15%; inconclusive = no clear call, values can overlap the other calls
# Target sequence (Q9NXA8 whole entry, looked up): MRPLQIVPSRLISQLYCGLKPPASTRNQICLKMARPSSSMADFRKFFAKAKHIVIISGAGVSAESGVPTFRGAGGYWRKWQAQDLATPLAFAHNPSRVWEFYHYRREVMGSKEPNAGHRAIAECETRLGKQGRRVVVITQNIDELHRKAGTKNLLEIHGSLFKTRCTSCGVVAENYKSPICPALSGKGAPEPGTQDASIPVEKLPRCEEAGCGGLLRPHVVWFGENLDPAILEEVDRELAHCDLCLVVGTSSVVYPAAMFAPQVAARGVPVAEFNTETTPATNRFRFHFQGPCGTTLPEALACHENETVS
# E-sel inducer: induces E-selectin expression in human endothelial cells; 0.37% of 260,000 active; P16581; HUVEC E-selectin immunofluorescence imaging; normalized: neutral wells 0, TNF-alpha wells 100; activation, % at 7.58 µM;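 active = mean E-selectin-positive cell signal at least 10% of the positive control, reached in at least 60% of replicates, without over 20% cell loss; inconclusive = no rule given, readout overlaps actives, possibly toxicity-flagged; inactive = the rest, including those meeting only one limit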;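 note: in these data hits start at about 27%; measured in HUVEC primary endothelial cells; signal is the percent of cells scored E-selectin positive by PE staining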
# Target sequence (P16581 whole entry, looked up): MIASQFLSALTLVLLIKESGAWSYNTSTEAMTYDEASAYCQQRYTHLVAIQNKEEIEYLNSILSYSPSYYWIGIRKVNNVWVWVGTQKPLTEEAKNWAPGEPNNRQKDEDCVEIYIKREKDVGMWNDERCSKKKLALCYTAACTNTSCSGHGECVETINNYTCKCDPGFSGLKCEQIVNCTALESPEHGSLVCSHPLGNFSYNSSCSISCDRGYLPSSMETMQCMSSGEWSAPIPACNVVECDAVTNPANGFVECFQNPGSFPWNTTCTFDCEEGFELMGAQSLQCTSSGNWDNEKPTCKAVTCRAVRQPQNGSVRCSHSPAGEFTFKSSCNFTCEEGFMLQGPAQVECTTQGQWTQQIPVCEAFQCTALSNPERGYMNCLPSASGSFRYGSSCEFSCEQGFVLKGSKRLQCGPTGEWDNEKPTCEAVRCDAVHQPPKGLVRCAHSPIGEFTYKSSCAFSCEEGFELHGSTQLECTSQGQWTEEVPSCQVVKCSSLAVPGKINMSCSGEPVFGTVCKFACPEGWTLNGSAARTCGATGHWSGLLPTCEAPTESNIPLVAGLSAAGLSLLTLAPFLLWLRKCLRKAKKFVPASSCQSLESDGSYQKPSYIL
#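 Read-out basis: % PE-positive cells; Test system: HUVEC primary endothelial cells; Technique: immunofluorescence imaging; Dosing: single-point compound dose.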
# Statin myotox sup: protects C2C12 myotubes from simvastatin toxicity. ATP luminescence, 48 h; scaled: DMSO 0, geranylgeraniol control 100. AID 602340. rescue of ATP level, % at 7.49 µM. 0.78% of 330,000 active;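 active = mean ATP rescue above about 67%, or every replicate alone reaching that limit, limit read from the data, passing the limit was not always enough; inconclusive = no clear call, values can overlap the other calls; inactive = mean under the limit and some replicate under it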;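 note: myotubes were challenged with 10 µM simvastatin during compound exposure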
# PglD DTNB: PglD (C. jejuni) enzyme inhibition; inhibition, % at 12.5 µM; 0.098% of 360,000 active; purified PglD enzyme, DTNB colorimetric CoA detection; AID 602405; in the data active = inhibition above about 16%, passing the limit was not always enough; inconclusive = no clear call, values can overlap the other calls; note: strong numbers were not always called active
# ERp5 block: inhibitors of human ERp5 | Q15084 | ERp5 insulin aggregation, absorbance 650 nm, 90 min | inhibition, % at 9.99 µM | 0.05% of 350,000 active | AID 651711;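 active = mean replicate inhibition above about 25%, with every replicate also reaching it, limit read from the data, passing the limit was not always enough; inconclusive = only one of those two criteria met; inactive = neither criterion met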
# S100A4 inh HTS: inhibitors of human S100A4 binding to myosin IIA peptide; S100A4/TAMRA-MyoIIA peptide fluorescence polarization; 0.14% of 360,000 active; inhibition, % at 10.7 µM; P26447;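 active = mean inhibition of at least 70% across replicates, with every replicate also reaching that level; inconclusive = mean inhibition reaches 70% but some replicates fall short; inactive = mean inhibition below 70%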
# Target sequence (P26447 whole entry, looked up): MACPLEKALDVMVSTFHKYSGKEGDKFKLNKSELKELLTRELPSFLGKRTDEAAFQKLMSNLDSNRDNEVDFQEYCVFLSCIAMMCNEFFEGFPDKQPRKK
#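 assay system = human S100A4 monomer with TAMRA-labelled myosin IIA peptide | also added = labelled myosin peptide probe, 5 nM | incubation = 5 min between mix addition and reading | control set = DMSO and TFP controls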
# Numbers without * were called inactive; ? = inconclusive; . = no result given; & = joins results of further samples. The list is partial (hit frequency here may not be typical).
SMILES,DENV2 CPE rescue,SIRT5 inh,E-sel inducer,Statin myotox sup,PglD DTNB,ERp5 block,S100A4 inh HTS
CCCc1cc(=O)oc2cc(C)cc(OCC(=O)NCCCN3CCOCC3)c12,10.0,-10.3,-0.5,3.4,-3.9,-3.4,-3.5
COC(=O)C1=C(C)N(Cc2ccccc2C(F)(F)F)C(=NCc2ccc3c(c2)OCO3)NC1c1ccc(Cl)cc1 (centres undefined),-10.6,-0.2,-0.2,.,.,-0.8,1.2
O=C(Nc1cc([N+](=O)[O-])ccc1O)c1ccc2c(c1)C(=O)N(Cc1ccco1)C2=O,25.5*,8.3,-0.2,.,7.3,2.3,-1.9
CCCN(C)C[C@H]1OCc2cnnn2CCCC(=O)N([C@@H](C)CO)C[C@@H]1C,-0.9,-3.6,-0.2,-4.4,-0.6,6.7,0.3
CCOC(=O)NC1(NCc2ccccc2)Oc2ccccc2O1,-2.9,-0.4,.,4.4,-1.8,-2.7&1.9,-4.0&3.7
CCOc1ccc2[nH]c(=O)c(CN(CCO)Cc3nnnn3CCc3ccccc3)cc2c1,.,.,-2.4,4.2,-7.2,.,.
CCCCNC(=O)C1(C)CCN1C(=O)c1sccc1C (centres undefined),?,.,-0.1,0.9,-4.1,-0.8,-2.2
CC(=O)n1c(C=Nc2ccccc2)c(O)c2ccccc21,2.9,2.0,0.0,.,.,-0.6,-0.1
CC(C)NC(=O)Nc1ccc2c(c1)CC(=O)N([C@H](C)CO)C[C@@H](C)[C@@H](CN(C)S(C)(=O)=O)O2,10.1,0.3,.,-2.5,4.0,3.9,-2.2
CCCNC(=O)N1CC2(CCN(CC3CCCCC3)CC2)c2c([nH]c3cc(OC)ccc23)[C@H]1CO,?,.,-0.1,.,.,1.1,1.8
COc1ccc(C2NC(Cc3ccccc3)(C(=O)O)C3C(=O)N(c4ccccc4OC)C(=O)C23)cc1 (centres undefined),-6.0,7.6,.,.,.,0.0,4.0
O=C1CSC(=S)N1Cc1cccs1,5.4,-6.1,0.1,3.4,.,-4.2,-10.9
Cc1ccc(S(=O)(=O)CCC(=O)Nc2cccc(S(=O)(=O)N3CCCCCC3)c2)cc1,2.0,-2.8,-0.3,-6.0,-3.6,3.9,-2.2
CSc1ccc(Cn2nnc(C(=O)Nc3ccc(C)c(C)c3)c2N)cc1,?,-2.8,-0.1,2.7,-2.0,0.6,-0.4
Cc1cccc(C(C(=O)NC2CCCCC2)N(Cc2cccnc2)C(=O)c2csnn2)c1 (centres undefined),0.0,-1.5,.,18.8,-2.7,2.9,28.4
C/C=C/c1cnc2c(c1)C(=O)N([C@H](C)CO)C[C@H](C)[C@@H](CN(C)S(=O)(=O)c1ccc(OC)cc1)O2,-5.2,-1.0,.,3.2,1.8,-0.3,-13.5
Cc1ccc2c(c1)C1CC(C)(O2)N(c2cccc(C(=O)NCc3ccccn3)c2)C(=O)N1 (centres undefined),5.9,-2.9,.,-16.4,3.1,5.5,-23.0
CCOCCCNC(=O)c1cc(Cl)c(NC(=O)C2=C(C)OCCS2)cc1OC,-3.9,0.6,0.8,-11.7,-0.6,0.1,-1.2
CC(C)NC(=O)CSc1nc(N)c(-c2ccccc2)c(=O)[nH]1,3.5,0.8,2.8,3.4,2.1,1.0,-2.4
C[C@@H]1CN([C@H](C)CO)S(=O)(=O)c2ccc(C#CC3(O)CCCC3)cc2O[C@H]1CN(C)C,0.7,0.6,-0.3,-3.3,-0.9,0.2,-5.7
Cc1cc(Nc2cccc(C(F)(F)F)c2)cc(=O)n1-c1cccc(C(F)(F)F)c1,?,.,0.5,.,.,-3.9,4.4
C[C@H]1CN([C@@H](C)CO)S(=O)(=O)c2ccc(-c3ccncc3)cc2O[C@@H]1CN(C)Cc1ccccc1,2.1,10.0,0.1,.,2.7,-6.3,8.0
COC(=O)c1c(-c2ccccc2)[nH]c(-c2nccc3ccccc23)c1C(=O)OC,2.8,.,0.1,.,.,4.6,-0.9
COc1ccc(-c2cc(=O)c3c(OC)c(OC)c(OC)c(OC)c3o2)cc1,-12.3,4.4,.,2.6,-0.8,0.3,-1.5
CCOC(=O)C1=C(O)CSC1=Nc1cccc2ccccc12,8.0,.,.,.,-0.9,3.0,-2.2

# An excerpt from above, reduced to ERp5 block and S100A4 inh HTS.
compound	ERp5 block	S100A4 inh HTS
CCCNC(=O)N1CC2(CCN(CC3CCCCC3)CC2)c2c([nH]c3cc(OC)ccc23)[C@H]1CO	1.1	1.8
COc1ccc(C2NC(Cc3ccccc3)(C(=O)O)C3C(=O)N(c4ccccc4OC)C(=O)C23)cc1 (centres undefined)	0.0	4.0
O=C1CSC(=S)N1Cc1cccs1	-4.2	-10.9
Cc1ccc(S(=O)(=O)CCC(=O)Nc2cccc(S(=O)(=O)N3CCCCCC3)c2)cc1	3.9	-2.2

# (next part)
SMILES,DENV2 CPE rescue,SIRT5 inh,E-sel inducer,Statin myotox sup,PglD DTNB,ERp5 block,S100A4 inh HTS
CSc1nc(N)n2nc(C)cc2n1,-9.5,-0.5,0.2,.,.,0.5,8.9
Cn1c(=O)c2c(nc(Sc3ncnn3CC(=O)NC(C)(C)C)n2C)n(C)c1=O,-2.2,1.3,.,4.9,-4.3,3.9,-1.8
Cc1nn(C)cc1NC(=O)C[C@@H]1CC[C@@H]2[C@@H](COc3ccc(NC(=O)C4CCOCC4)cc3C(=O)N2C)O1,0.8,2.9,-0.2,6.1,-2.6,-1.5,4.2
C/C(=N/NC(=O)CNC(=O)c1ccc2c(c1)OCO2)c1ccc2c(c1)CCCC2,-2.4,9.8,.,.,.,-3.1,-1.1
CCCn1ncc(CN2CCC(N3CCC(C(=O)N4CCOCC4)CC3)CC2)c1C,0.6,-3.3,0.1,2.2,2.8,2.3,-22.2
CSCc1cc(N2CCOCC2)nc(SCc2ccc(Cl)c(Cl)c2)n1,2.4,-0.4,.,34.9,1.7,6.0,-2.0
COc1ccccc1-c1ccc([C@@H]2[C@@H](CO)N3CCCCN(C(=O)NC4CCCC4)C[C@@H]23)cc1,-3.4,0.9,0.1,-6.7,-9.6,12.2,-2.8
C[C@@H]1CCCCO[C@@H](CN(C)Cc2ccc(C(F)(F)F)cc2)[C@@H](C)CN([C@H](C)CO)C(=O)c2cc(NC(=O)CCC(F)(F)F)ccc2O1,-6.8,0.1,0.1,14.9,2.7,-0.7,-2.7
Cc1ccccc1C(=O)N1CCC2CC1c1cc(Cl)ccc12 (centres undefined),?,2.0,0.6,1.9,0.3,4.8,-0.7
Cc1nnn(C23CC4CC(CC(CC(=O)Nc5ccc(C)c(C)c5)(C4)C2)C3)n1,-4.2,-2.1,.,.,-2.2,-5.2,26.2
CC(C)NC(=O)Nc1ccc2c(c1)CC(=O)N([C@@H](C)CO)C[C@@H](C)[C@H](CN(C)S(=O)(=O)c1ccccc1)O2,1.7,2.4,3.1,1.1,-2.5,0.3,9.6
CC(C)(C)c1ccc(OCCC(=O)OCC(=O)N2c3ccccc3NC(=O)C2(C)C)cc1,-4.6,-4.4,-0.1,3.3,6.6,-0.7,0.6
COc1ccc(S(=O)(=O)N(C)C[C@H]2Oc3ccc(NC(=O)Cc4cn(C)c5ccccc45)cc3CC(=O)N([C@@H](C)CO)C[C@@H]2C)cc1,3.4,7.4,0.7,27.2,1.8,-0.8,-3.4
CCCN(C)C[C@@H]1OCCCC[C@@H](C)Oc2ccc(NC(=O)Nc3ccc(F)cc3)cc2C(=O)N([C@H](C)CO)C[C@H]1C,-14.5,13.8,0.0,-5.6,-1.7,-2.1,-0.4
CC[C@H](C)[C@@H](C(=O)N1CCNCC1)n1cc([C@@H](N)CO)nn1,-15.2,-0.4,0.0,-0.3,-4.6,5.0,-0.6
[N-]=[N+]=NCCCNC(=O)Nc1ccccc1,-9.8,6.6,.,.,.,-3.7,4.0
NC(=S)Nc1cccc2cccnc12,.,-5.2,.,21.6,-2.6,2.3,-5.4
Cc1cccc(C)c1NC(=O)CNC(=O)c1ccc(N2CCCC2)c([N+](=O)[O-])c1,-3.3,1.4,0.1,-5.1,-0.5,-0.4,-0.9
O=C(Cc1ccccc1)NCCCN1CCN(CCCNC(=O)Cc2ccccc2)CC1,.,.,-2.7,24.4,-2.5,.,.
Fc1ccc2c(c1)/C(=N/Nc1ccccn1)CCS2,-4.0,0.3,-0.2,.,.,0.7,-4.3
Cc1ccc(S(=O)(=O)Nc2ccc3c(c2)C(=O)N([C@@H](C)CO)C[C@H](C)[C@H](CN(C)Cc2ccccc2)O3)cc1,-4.5,4.6,0.4,15.3,6.4,3.2,2.0
Cc1ccc2nc(-c3ccccc3)c(Cc3ccsc3)n2c1,14.4,.,0.0,.,.,2.0,0.2
COc1ccc(NC(=O)Nc2cccc3c2O[C@@H](CN(C)S(=O)(=O)c2cccs2)[C@@H](C)CN([C@H](C)CO)C3=O)cc1,-0.9,1.3,0.0,.,-1.5,-4.0,14.0
CC(C)c1ccc(CNC(=O)C2CC(=O)N(C3CCCCC3)C2)cc1 (centres undefined),11.7,-5.9,.,18.7,1.1,-4.4,-11.3
NC(=O)c1ncn([C@@H]2O[C@H](C(=O)N3CCN(Cc4ccccn4)CC3)[C@@H](O)[C@H]2O)n1,0.7,3.1,-0.3,.,.,1.8,1.2
# (listing goes on)
SMILES,DENV2 CPE rescue,SIRT5 inh,E-sel inducer,Statin myotox sup,PglD DTNB,ERp5 block,S100A4 inh HTS
Cc1onc(-c2ccccc2)c1C(=O)c1ccccc1,?,-3.0,0.0,.,9.2,-4.4,-1.4
Cc1ccccc1C(=O)Nc1nnc(SCC(=O)NC2CC2)s1,-12.5,1.1,-0.2,-7.3,-1.3,-2.3,-2.7
Cc1c(C(=O)O)sc(S(=O)(=O)N2CCN(C(=O)Cc3ccc(Cl)cc3)CC2)c1C(=O)O,?,2.2,1.8,3.3,-3.1,4.2,1.8
Cc1ccc(S(=O)(=O)N2CCC(=O)N([C@H](COCc3ccccc3)Cc3ccccc3)CC2)cc1,2.9,-6.3,-4.1,.,.,4.4,-4.9
O=C(NNC(=S)NCc1ccccc1)c1cccc([N+](=O)[O-])c1,-1.7,-0.2,-1.8,3.6,-1.3,1.8,-3.7
CCCC(=O)Nc1ccc2c(c1)OC[C@H](C)NC[C@@H](C)[C@@H](OC)CN(C)C2=O,-2.1,-3.7,0.2,7.9,0.5,-1.5,9.8
COc1ccc(NC(=O)c2ccc(COc3ccccc3)o2)c(OC)c1,-2.4,4.7,0.5,-2.4,7.3,-1.7,0.1
COc1cc([N+](=O)[O-])ccc1NC(=O)CSc1nnc(C)c(C)n1,-6.9,2.9,-2.1,-0.3,1.1,-0.9,-2.9
O=C(COC(=O)Cc1cccc(F)c1)NC(=O)NC1CCCCC1,-4.0,1.4,0.2,5.9,-0.5,7.1,-0.9
NC1=NS(=O)(=O)NC1c1ccc(F)cc1 (centres undefined),3.2,-2.4,.,.,.,-2.8,2.6
O=C1c2ccccc2CN2C(=O)c3ccccc3CN12,2.1,-0.8,0.0,-2.3,1.6,5.0,-2.3
O=C(COc1ccccc1)Nc1nnc(S(=O)(=O)N2CCCCC2)s1,6.8,-2.3,.,-2.1,2.0,-0.6,7.6
CCOC(=O)CN1CC23C=CC(O2)C(C(=O)Nc2ccc4c(c2)OCO4)C3C1=O (centres undefined),7.5,0.5,-0.2,5.8,-2.9,-0.9,0.8
Cc1ccc(N/N=C2\CS(=O)(=O)N(C)c3ccsc32)cc1,0.2,-3.8,-0.2,-0.3,19.2,6.1,0.7
CC(C)c1cc(=O)n2[nH]c(SCc3ccccc3)nc2n1,-1.0,-4.3,0.1,3.6,-0.9,1.4,-7.7
Cc1noc(C)c1NC(=O)Nc1ccc2c(c1)C(=O)N([C@@H](C)CO)C[C@H](C)[C@H](CN(C)CC1CC1)O2,-1.9,0.5,0.1,8.0,7.6,2.9,-3.2
COCCNC(=S)N1CCC(NC(=O)c2ccco2)CC1,5.8,-1.6,.,.,.,0.5,1.8
